CDK5 inh = blocks human CDK5/p35 kinase activity; inhibition, % at 10 µM; Q00535+Q15078; 330,000 tested, 0.01% active; Recombinant CDK5/p35, ADP-Glo luminescence, 60 min; AID 488839;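 active means highest replicate inhibition of at least 50% and at least 75% of replicates reaching 50%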;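 further: plate controls were DMSO neutral control for no effect and GW8510 at 10 µM for full effect; many of its hits are not listed in these tables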
Target sequence (Q00535 whole entry, looked up): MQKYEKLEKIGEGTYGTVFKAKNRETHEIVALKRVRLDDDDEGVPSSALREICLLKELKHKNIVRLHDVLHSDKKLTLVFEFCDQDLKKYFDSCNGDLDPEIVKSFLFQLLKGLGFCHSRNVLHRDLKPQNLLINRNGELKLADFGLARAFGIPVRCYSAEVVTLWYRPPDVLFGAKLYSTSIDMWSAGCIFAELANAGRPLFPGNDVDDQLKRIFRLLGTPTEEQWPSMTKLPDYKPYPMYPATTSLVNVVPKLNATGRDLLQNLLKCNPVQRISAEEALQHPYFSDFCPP
Target sequence (Q15078 whole entry, looked up): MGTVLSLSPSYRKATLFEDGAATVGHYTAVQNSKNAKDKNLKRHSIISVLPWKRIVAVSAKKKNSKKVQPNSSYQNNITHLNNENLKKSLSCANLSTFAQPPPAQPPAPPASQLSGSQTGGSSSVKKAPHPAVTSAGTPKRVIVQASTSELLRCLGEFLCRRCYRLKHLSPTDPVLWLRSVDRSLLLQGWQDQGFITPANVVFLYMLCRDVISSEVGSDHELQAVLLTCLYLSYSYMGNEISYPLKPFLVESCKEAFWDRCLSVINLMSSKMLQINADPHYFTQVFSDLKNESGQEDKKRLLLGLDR
SR-BI HDL uptake = blocks mouse SR-BI lipid uptake from DiI-HDL; 320,000 tested, 0.96% active; Q61009; ldlA[mSR-BI] CHO cells, DiI-HDL uptake fluorescence, 3 h; AID 488896; inhibition, % at 12.5 µM;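 active means mean replicate inhibition of at least 70% and a set share of replicates each scoring 70 or more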;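 further: 0% = median of neutral control wells and 100% = median of positive control wells; values of inactives mirror those of a sister screen read the other way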
HTR5A ag = counter-screen for OPRM1-OPRD1 agonists: human HTR5A agonism | P47898 | HTR5A agonist assay, luminescence, cell-based | activation, % at 9.3 µM | 340,000 tested, 0.61% active | AID 504692; in the data active means activation mostly above about 9.5%, no sharp cut-off; inactive means mostly below about 7.6%;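 further: 0% = cells with vehicle only and 100% = reference agonist; strong numbers were not always called active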
Target sequence (P47898 whole entry, looked up): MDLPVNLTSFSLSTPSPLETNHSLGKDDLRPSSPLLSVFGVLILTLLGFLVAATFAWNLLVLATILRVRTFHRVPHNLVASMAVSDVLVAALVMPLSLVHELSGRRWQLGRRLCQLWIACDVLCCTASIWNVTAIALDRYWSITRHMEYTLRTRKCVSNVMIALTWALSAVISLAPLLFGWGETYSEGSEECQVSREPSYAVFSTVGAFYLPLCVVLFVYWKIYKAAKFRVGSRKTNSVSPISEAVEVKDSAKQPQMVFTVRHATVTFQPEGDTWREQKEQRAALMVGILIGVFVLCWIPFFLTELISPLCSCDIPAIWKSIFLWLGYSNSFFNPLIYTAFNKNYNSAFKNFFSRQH
Rtt109 HAT inh = C. albicans Rtt109 histone acetyltransferase inhibition; inhibition, % at 34.9 µM; purified Rtt109/Vps75, ThioGlo CoA-SH fluorescence, 4 h; 330,000 tested, 0.16% active;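 active means inhibition of at least 50% in every replicate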
cardiac RTF act = cardiac RTF calcium sensitization; P19429+P45379; IANBD-labeled TnC RTF fluorescence at EC20 calcium; 0% EC20 calcium, 100% full calcium; activation, % at 7.2 µM; 340,000 tested, 0.24% active;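 active means activation above the mean over all tested compounds plus 3 SD, cut at about 30% in these data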;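 further: rise in fluorescence read as greater calcium sensitivity of cardiac thin filaments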
dFosB activator = activators of mouse delta FosB homodimer; AID 493131; 340,000 tested, 0.99% active; purified delta FosB, TAMRA-CDK5 oligo fluorescence polarization; percent of positive-control signal above neutral wells; activation, % at 25 µM; P13346;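 active means mean activation above about 17%, with every replicate also reaching it, limit read from the data, passing the limit was not always enough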;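 further: fluorescence polarization rise as delta FosB binds a TAMRA Cdk5 AP-1 oligo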
Wnt bcat act = Wnt/beta-catenin pathway activation; AID 743398; Wnt/beta-catenin reporter cell assay, activator, plate reader; activation, % at 9.35 µM; 300,000 tested, 1.2% active; in the data active means activation above about 30%, passing the limit was not always enough;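 further: 0% = neutral control wells and 100% = positive control wells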
PvdQ acylase = P. aeruginosa PvdQ acylase inhibition; inhibition, % at 10 µM; 340,000 tested, 0.063% active; purified PvdQ acylase, fluorescence plate reader; AID 488965; in the data active means inhibition above about 30%, passing the limit was not always enough;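 further: 0% = vehicle neutral wells and 100% = reference inhibitor wells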
SR-BI DiI-HDL act = enhances SR-BI lipid uptake from DiI-HDL. activation, % at 12.5 µM. CHO ldlA[mSR-BI] cells, DiI-HDL uptake fluorescence, 3 h; 100 = double the neutral-control signal. 320,000 tested, 0.096% active;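 active means mean replicate activation of at least 60% and every replicate at or above 60%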;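 further: 0% = median plate neutral-control signal and 100% = twice that signal; values of inactives mirror those of a sister screen read the other way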
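Material: SR-BI-overexpressing, LDLR-lacking CHO cells; schedule: compound exposure 3 h, 37 °C; reagent: DiI-labelled HDL at 10 µg/mL final; technique: bottom-read fluorescence, 550/595 nm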
MITF act = increases MITF-driven TRPM1 promoter luciferase signal. 300,000 tested, 0.75% active. activation, % at 12.5 µM. AID 588334. SK-MEL-5 TRPM1-promoter luciferase, 24 h; % of positive control, neutral wells = 0;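 active means mean activation of at least 80% with every replicate also reaching 80%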;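 further: 0% = neutral control wells and 100% = parthenolide positive control wells; values of inactives mirror those of a sister screen read the other way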
Active calls of the source: *; / = not tested or not shown.

SMILES	CDK5 inh	SR-BI HDL uptake	HTR5A ag	Rtt109 HAT inh	cardiac RTF act	dFosB activator	Wnt bcat act	PvdQ acylase	SR-BI DiI-HDL act	MITF act
CCCCN1C(=O)Nc2ccccc2S1(=O)=O	-1.4	18.7	0.8	0.6	13.7	-4.0	1.8	-22.7	-18.7	-2.3
Cc1cc(=O)oc2cc(OCC(=O)NC(Cc3c[nH]c4ccc(O)cc34)C(=O)O)c(Cl)cc12 (stereo unspecified)	-1.3	-10.0	-1.4	8.2	10.8	-0.6	-1.2	-11.0	10.0	0.4
O=C(NCC1CCCO1)c1onc(CSc2ccc(F)cc2)c1C(=O)O (stereo unspecified)	-0.1	-8.3	3.2	7.7	-2.5	-0.7	1.5	-3.0	8.3	-1.7
CNS(=O)(=O)c1cccc(C(=O)OCc2cc(=O)oc3c(C)c(O)ccc23)c1	-1.6	/	3.7	-2.0	0.1	-15.0	0.5	-4.5	/	-6.5
COc1ccc(C(C)=O)cc1COC(=O)c1ccc2ccccc2n1	0.3	0.6	1.6	2.1	-8.1	-10.2	/	-5.9	-0.6	-7.9
O=C(NC1CCOCC1)C1CCC(=O)N(Cc2ccc(Cl)cc2)C1 (stereo unspecified)	-1.0	7.2	1.3	12.7	-4.8	-0.1	-0.3	10.4	-7.2	-8.0
COc1cc(CSc2ncn[nH]2)c(OC)cc1CSc1ncn[nH]1	2.7	5.6	8.8	7.1	4.7	-4.4	/	-31.6	-5.6	-12.9
Cc1c(N/C=C/C(=O)c2ccc(Cl)cc2)c(=O)n(-c2ccccc2)n1C	0.9	24.4	3.3	-0.2	-4.0	-6.0	0.9	11.6	-24.4	0.5
Cc1cc(=O)oc2cc(OCc3ccc(C(=O)OCC(=O)NC4CCS(=O)(=O)C4)cc3)ccc12 (stereo unspecified)	0.8	2.1	4.9	-0.1	-3.5	-8.1	0.3	8.8	-2.1	17.4
O=C(Nc1ccccn1)c1ccc(CN(c2ccccc2)S(=O)(=O)c2ccccc2)cc1	-0.5	61.0	1.4	-5.7	1.8	-3.9	-4.4	5.5	-61.0	-1.8
Cc1ccc2nc(N3CCN(C(=O)c4ccccc4F)CC3)c(C#N)cc2c1	0.1	-11.7	-1.5	-7.7	1.8	-16.4	0.4	9.1	11.7	/
CCn1nnc(NC(=O)COc2cc(C)ccc2C(C)C)n1	1.6	11.4	3.9	-5.1	1.2	-6.0	/	-12.1	-11.4	-10.8
Cc1ccc2oc(=O)c3cnn(CC(=O)N(CCN(C)C)Cc4ccco4)c3c2c1	1.5	-29.8	1.9	-7.7	5.7	-13.5	-3.5	-4.5	29.8	9.4
CCCN(CC(=O)Nc1ccccc1C)C(=O)/C=C/c1ccc(OCC)c(OC)c1	0.8	47.3	1.1	5.2	0.8	-16.8	-1.2	7.9	-47.3	-3.9
Clc1ccc(-c2ccc(/C=N/Nc3nncc(-c4ccccc4)n3)o2)cc1	-1.4	67.2	1.3	10.9	6.7	-8.9	-0.7	-12.3	-67.2	/
CC(=O)NC(CC(=O)OCC(=O)c1c(N)n(C)c(=O)n(C)c1=O)c1ccccc1 (stereo unspecified)	-2.7	-8.4	1.9	5.9	3.3	-7.0	2.7	-13.5	8.4	-8.3
O=C(C1CCCN(c2ncnc3c2nc2n3CCCCC2)C1)N1CCCCC1 (stereo unspecified)	/	-10.8	-2.5	0.5	0.7	-0.7	-0.9	-10.9	10.8	-6.7
COc1ccc(/C=C/C(=O)c2ccc(Cl)cc2)c(OC)c1	2.9	23.7	0.8	0.9	-2.8	-10.3	/	-2.8	-23.7	-1.3
COc1ccccc1C(CCNS(=O)(=O)c1ccc(C)cc1)c1ccco1 (stereo unspecified)	0.8	7.9	7.6	25.8	-2.6	-7.0	-0.3	6.4	-7.9	-15.6
Cc1ccnc(SCc2cc(=O)c(OC(=O)c3ccc(Cl)c([N+](=O)[O-])c3)co2)n1	-1.1	-20.2	-0.6	-8.2	6.4	-0.5	3.5	-2.4	20.2	-13.0

One compound at a time, from the list above. Order of screens: CDK5 inh	SR-BI HDL uptake	HTR5A ag	Rtt109 HAT inh	cardiac RTF act	dFosB activator	Wnt bcat act	PvdQ acylase	SR-BI DiI-HDL act	MITF act
Entry for O=C(C1CCCN(c2ncnc3c2nc2n3CCCCC2)C1)N1CCCCC1 (stereo unspecified) : /	-10.8	-2.5	0.5	0.7	-0.7	-0.9	-10.9	10.8	-6.7
Entry for CCCN(CC(=O)Nc1ccccc1C)C(=O)/C=C/c1ccc(OCC)c(OC)c1 : 0.8	47.3	1.1	5.2	0.8	-16.8	-1.2	7.9	-47.3	-3.9

(continued)
SMILES	CDK5 inh	SR-BI HDL uptake	HTR5A ag	Rtt109 HAT inh	cardiac RTF act	dFosB activator	Wnt bcat act	PvdQ acylase	SR-BI DiI-HDL act	MITF act
COc1ccc(N=Cc2ccccc2O)cc1	0.7	0.9	-1.7	-2.1	1.6	-3.3	-4.5	-19.4	-0.9	-10.3
O=Cc1ccc(OC(=O)/C=C/c2ccccc2)cc1	1.8	-16.8	0.8	-5.2	-5.4	6.2	0.0	-9.1	16.8	5.7
CC(C)(C)NC(=O)COC(=O)c1ccc2c(c1)C(=O)N(Cc1ccco1)C2=O	1.7	-6.7	-0.7	-12.1	-3.5	-5.8	-3.4	-13.9	6.7	0.0
COc1ccc(N2CCN(C(=O)[C@@H](NC(=O)c3ccccc3Cl)C(C)C)CC2)cc1	0.5	12.7	0.7	0.7	-0.5	-8.0	0.1	-16.6	-12.7	2.7
CCN(CC(=O)Nc1ccccc1C(F)(F)F)C(=O)c1ccc(=O)n(Cc2ccccc2)n1	0.8	-28.2	1.2	9.6	-2.4	-2.4	1.1	-9.8	28.2	-5.3
Cc1cc(C)cc(C(=O)OCC(=O)NCc2ccco2)c1	-6.0	3.2	1.2	-4.0	-8.1	-12.6	0.4	-6.8	-3.2	-16.4
CC(=O)Nc1ccc(Nc2cc(-c3ccccc3)nc3ncnn23)cc1	-0.4	-8.3	-0.5	-0.7	2.4	-4.0	2.4	-6.8	8.3	-5.7
CCN(CC)S(=O)(=O)c1ccc(N2CCOCC2)c(NC(=O)Cc2ccccc2)c1	0.4	14.0	-1.5	9.9	-0.5	2.1	-0.4	3.5	-14.0	9.9
NNC(=O)c1nnn(-c2nonc2N)c1CN1CCc2ccccc2C1	-0.7	-10.9	4.5	/	-0.9	-5.7	-1.0	10.0	10.9	-4.4
CC(C)Cc1ccc(/C=C/C(=O)NC2CC2)cc1	/	13.0	1.3	-21.9	0.9	-10.6	53.6*	-7.9	-13.0	79.6
C=CCNCCCOc1ccc(Cl)cc1C(C)(C)C	0.0	28.0	0.3	-0.4	4.7	-16.5	-7.1	-16.0	-28.0	24.7
COc1ccc(CNC(=O)CNC(=O)c2cccs2)c(OC)c1	0.9	-16.7	0.1	-7.3	3.5	-8.7	-1.7	-12.9	16.7	-0.6
Cc1ccccc1NCCNc1ccccc1C	1.2	14.8	4.3	-1.3	-1.8	1.7	/	3.3	-14.8	6.9
CCc1ccccc1Nc1nc(N)nc(COC(=O)CCS(=O)(=O)c2ccccc2)n1	-0.4	5.8	-2.6	-0.2	-6.4	-6.0	0.2	-4.7	-5.8	13.8
O=C(NCCn1cc(SCc2ccc(F)cc2)c2ccccc21)c1c(F)cccc1F	-1.1	56.2	-0.2	-7.3	2.2	-17.9	-3.7	0.0	-56.2	5.4
O=C(O)C(O)C(O)c1nc2ccccc2[nH]1 (stereo unspecified)	0.1	-24.1	2.5	-6.3	-1.2	6.5	0.5	-1.5	24.1	-5.2
COc1ncnc2c1NC1=C(S2)C(=NCCC(=O)O)CC(C)(C)C1	0.2	/	2.7	-5.6	28.1	-15.0	/	-8.6	/	-4.0
COc1ccc(CNC(=O)C[C@H]2C[C@H](C(=O)N(C(C)C)C(C)C)[C@@]3(C)c4[nH]c5cc(-c6ccco6)ccc5c4CCN3C2=O)cc1OC	0.5	11.4	1.2	7.4	-0.7	-12.1	-1.6	-1.5	-11.4	-17.9
N=c1oc2ccccc2cc1C(=O)N/N=C/c1ccccc1	1.9	46.8	-3.2	14.1	-1.0	-1.9	/	-20.9	-46.8	4.6
Cc1ccc(C(=O)Nc2ncccc2S(=O)(=O)c2ccccc2)cc1	-0.5	-9.0	-1.1	-6.6	0.7	-2.4	20.2	-26.0	9.0	100.4*

Individual results from the entries so far.
`O=C(NCCn1cc(SCc2ccc(F)cc2)c2ccccc21)c1c(F)cccc1F` in SR-BI DiI-HDL act → -56.2
`Cc1ccc(C(=O)Nc2ncccc2S(=O)(=O)c2ccccc2)cc1` in dFosB activator → -2.4

More records.
SMILES	CDK5 inh	SR-BI HDL uptake	HTR5A ag	Rtt109 HAT inh	cardiac RTF act	dFosB activator	Wnt bcat act	PvdQ acylase	SR-BI DiI-HDL act	MITF act
CCc1cccc(C)c1NS(=O)(=O)c1cccs1	-0.5	0.1	2.6	0.6	1.1	-0.9	-0.8	-6.2	-0.1	-2.6
COc1ccc(OC)c(NC(=O)CN(C)S(=O)(=O)c2ccc3nc(C)sc3c2)c1	2.5	-7.2	2.1	3.8	-9.9	-1.2	-4.9	-5.5	7.2	3.8
Nc1ccc(N2CCOCC2)c(S(=O)(=O)Nc2cc(Cl)ccc2Cl)c1	-0.5	3.1	0.1	-4.8	-1.2	-0.2	-1.0	-4.7	-3.1	-7.5
CCn1c(SCC(=O)Nc2ccc(C)cc2)nnc1-c1ccc(O)cc1	0.5	-2.4	-5.7	-1.7	-2.9	-9.5	-4.5	10.6	2.4	-3.8
Cc1cc(N2CCN(S(=O)(=O)c3ccccc3)CC2)nc2c(C)cccc12	0.3	-1.8	-0.6	3.6	3.7	-12.5	-4.6	-1.2	1.8	13.8
N#Cc1ccc(NCC(=O)Nc2ccc(S(=O)(=O)N3CCCCC3)cc2)cc1	0.2	12.6	-3.5	-5.9	0.3	-3.6	-1.5	-18.8	-12.6	0.0
O=C(/C=C/c1ccc(Br)cc1)NCCCn1ccnc1	-0.4	-29.2	-3.8	-0.5	-3.2	-7.2	-0.7	-3.6	29.2	/
COc1ccc(-n2nc(C(=O)NCC(=O)N3CCN(c4ccc(F)cc4)CC3)c3ccccc3c2=O)c(OC)c1	-0.7	60.7	-4.2	13.9	-0.7	-9.5	3.0	-2.0	-60.7	10.4
C=C(C)CNC(=S)N/N=C/C1=CCC2CC1C2(C)C (stereo unspecified)	-1.5	-6.0	7.2	1.2	0.9	-10.5	-1.6	-9.9	6.0	12.2
O=C(CC1C(=O)NCCN1Cc1c(F)cccc1Cl)NCCCn1ccnc1 (stereo unspecified)	-0.4	-4.8	-6.4	-2.4	6.7	-7.6	-4.2	-8.5	4.8	7.2
COc1ccccc1CNC(=O)CSCc1cnn(-c2ccccc2)c1-n1cccc1	2.1	2.1	7.7	12.8	1.7	-4.2	10.0	-4.6	-2.1	/
O=C(Nc1ccccc1F)Nc1ccccc1OC(F)F	-0.5	3.4	2.2	3.2	1.4	4.9	0.2	10.2	-3.4	9.6
CC(=O)NNC(=O)c1cc2sccc2s1	-3.6	-0.6	0.3	-0.8	14.1	12.0	0.4	-10.3	0.6	-2.9
O=C(CC(c1ccccc1)c1ccccc1O)NCCc1ccccc1 (stereo unspecified)	0.0	-27.8	5.1	3.2	-2.0	-4.6	-1.3	1.6	27.8	4.9
CCc1ccc(NC(=O)CSc2nnnn2-c2cccnc2)cc1	0.7	-0.5	0.4	10.1	-1.6	1.2	-2.5	-7.5	0.5	-0.4
CCN=c1scc(C)n1/N=C/c1cc(Br)c(O)c(Br)c1	2.5	42.6	6.4	16.2	-0.8	-15.2	-0.2	-6.5	-42.6	8.8

Screening results: PubChem, several laboratories
